# Rad51 HR inh: Rad51 (human) homologous recombination inhibition | Q06609 | hRad51 DNA strand exchange, fluorescence dequenching | inhibition, % at 10 µM | 0.085% of 200,000 active;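 active = inhibition above 40% at the single screening dose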;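 note: 0% = DMSO control wells and 100% = blanks with heterologous ssDNA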
#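 material = hRad51 filaments on single-stranded DNA | timing = filaments 15 min 37 °C, then compound 30 min | signal = FRET fluorescence dequenching, excitation 485 nm, emission 520 nm | benchmarks = control wells and blank wells on each plate | evaluation = percent inhibition relative to plate controls and blanks | compound = 10 µM final, single point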
# KCC2 mod: modulates chloride dependent transport by human KCC2; Q9H2X9; KCC2 cells, thallium flux FluoZin-2 fluorescence; B-score of Tl+ flux slope (higher = more flux/activation; lower = inhibition) at 10 µM; 2.2% of 190,000 active;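 active = thallium flux slope and its plate-corrected score both differing from the plate sample mean at a set confidence after two filtering rounds, in either direction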;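 note: slope of fluorescence scaled to starting intensity during 10 to 20 s after thallium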
# eIF4E 4G PPI: blocks eIF4E binding to eIF4G | P63073+Q04637 | 0.37% of 220,000 active | TR-FRET eIF4E-eIF4GI(517-606) binding, 2 h | AID 782 | inhibition, % at 21.7 µM;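 note: 0% = full FRET control wells and 100% = background wells lacking eIF4GI fragment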
# EBV gp42 block: inhibitors of Epstein-Barr virus glycoprotein 42; 0.42% of 220,000 active; Q1HVG2; Fluorescence polarization binding assay, mP read-out; AID 1085; inhibition, % (tested at 21.74 µM); in the data active = inhibition above about 50%
# Furin inh: inhibitors of human furin; purified furin, fluorogenic substrate cleavage; inhibition, % at 30 µM; AID 463115; P09958; 0.061% of 220,000 active; in the data active = inhibition above about 25%; note: inactives centre near -15
# Target sequence (P09958 108-714 limits assumed): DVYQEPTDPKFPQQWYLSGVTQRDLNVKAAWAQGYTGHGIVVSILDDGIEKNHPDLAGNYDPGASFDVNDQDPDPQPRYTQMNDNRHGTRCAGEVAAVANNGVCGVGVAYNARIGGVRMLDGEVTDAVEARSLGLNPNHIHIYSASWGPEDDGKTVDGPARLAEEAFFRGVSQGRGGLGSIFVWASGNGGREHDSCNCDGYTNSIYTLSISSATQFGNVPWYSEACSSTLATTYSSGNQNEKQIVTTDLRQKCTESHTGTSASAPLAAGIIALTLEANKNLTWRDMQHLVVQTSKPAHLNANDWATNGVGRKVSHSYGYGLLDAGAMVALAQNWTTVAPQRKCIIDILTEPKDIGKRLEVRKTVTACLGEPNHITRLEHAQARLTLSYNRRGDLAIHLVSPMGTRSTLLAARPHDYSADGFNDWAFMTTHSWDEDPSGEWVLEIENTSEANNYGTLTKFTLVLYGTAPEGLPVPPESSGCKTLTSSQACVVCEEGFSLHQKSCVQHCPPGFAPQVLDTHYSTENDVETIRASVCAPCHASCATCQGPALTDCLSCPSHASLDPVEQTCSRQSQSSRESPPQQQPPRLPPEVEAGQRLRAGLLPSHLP
# thrombin 1536: inhibitors of human thrombin | P00734 | alpha-thrombin, Boc-VPR-AMC fluorogenic substrate cleavage | inhibition, % at 5 µM | 0.26% of 220,000 active;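 active = inhibition at or above 40%; inactive = inhibition below 40%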;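 note: 0% = enzyme with no compound and 100% = wells without enzyme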
#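 System: Human alpha-thrombin protein | Medium: pH 7.5 Tris (50 mM) with NaCl 150 mM, Tween 20 0.05% | Times: Enzyme reaction carried out at room temperature | Detection: AMC fluorescence, 355/460 nm | Evaluation: Percent inhibition scaled between no-compound controls and no-enzyme blanks | Benchmarks: Enzyme without compound as high, wells lacking enzyme as low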
# NCF1 inh: inhibitors of human p47phox binding; P14598; p47phox/p22phox peptide binding, fluorescence polarization, 2 h; inhibition, % at 24.7 µM; 0.53% of 220,000 active;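 note: 0% = p47phox with labelled peptide and 100% = labelled peptide alone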
# 14-3-3 Bad inh: disrupts binding of bovine 14-3-3 zeta to phospho-Bad peptide | P63103 | TR-FRET 14-3-3zeta/Dy647-pBad peptide displacement, 1 h | inhibition, % at 21.7 µM | 0.71% of 220,000 active | AID 781;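 active = inhibition above about 70%, limit read from the data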;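 note: 0% = full 14-3-3 plus peptide FRET controls and 100% = background without 14-3-3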
# KLK5 inh: inhibitors of human kallikrein 5 | inhibition, % at 5 µM | 0.59% of 210,000 active | Q9Y337 | AID 873 | recombinant hK5, fluorogenic AMC substrate cleavage;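 active = inhibition of 40% or more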;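 note: 0% = enzyme controls without compound and 100% = no-enzyme blanks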
# Target sequence (Q9Y337 67-293 limits assumed): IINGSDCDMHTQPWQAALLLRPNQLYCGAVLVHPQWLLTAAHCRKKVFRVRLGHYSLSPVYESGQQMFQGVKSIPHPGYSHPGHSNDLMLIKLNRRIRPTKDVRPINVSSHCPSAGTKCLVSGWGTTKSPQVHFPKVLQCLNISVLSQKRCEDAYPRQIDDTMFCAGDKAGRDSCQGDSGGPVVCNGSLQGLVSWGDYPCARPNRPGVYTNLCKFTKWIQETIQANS
# Starred values were filed as active, the others as inactive; / = no result given; [ ] = dose if it differs, or a comment.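 Rule for the calls, unless noted: active = inhibition above about 30% (limit read from the data); inactive = the rest.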 This is a random part of the collection. About 4.7% of those tested had a hit in this group.
# Start of the data: the first five entries as a preview:
SMILES,Rad51 HR inh,KCC2 mod,eIF4E 4G PPI,EBV gp42 block,Furin inh,thrombin 1536,NCF1 inh,14-3-3 Bad inh,KLK5 inh
O=C(CN1CCN(Cc2ccc(Cl)cc2)CC1)N/N=C/c1c[nH]c2ccccc12,27.6,0.195,1.8[fluorescence artefact?],0.6,-3.6,3.4,3.3,10.6,7.3
C=CCNC(=S)NNC(=O)Cn1c(-c2ccccc2)cc(=O)n2ncnc12,14.4,-0.399,-2.0,-13.9,-13.5,-2.9,-0.5,1.2,-3.5
O=S(=O)(c1ccccc1Cl)N1CCCC1c1nc(-c2ccccc2Cl)no1 (stereo not drawn),1.3,/,0.7,-2.2,-10.5[20 µM],4.4,-6.1,-4.1,1.3
CC1CC(CC(C)C(=O)NC(=S)Nc2ccc(S(N)(=O)=O)cc2)C(=O)O1 (stereo not drawn),-10.2,1.33,-0.2,-20.1,-32.9,-9.7,-6.5,-7.6,-1.8
CC(NC(=O)Cn1nc(C(=O)O)c2ccccc2c1=O)c1ccccc1 (stereo not drawn),-1.8,1.82,-1.4,-23.8,-5.9[20 µM],5.1,-3.7,11.2,-11.0

# Main list, repeating the preview:
SMILES,Rad51 HR inh,KCC2 mod,eIF4E 4G PPI,EBV gp42 block,Furin inh,thrombin 1536,NCF1 inh,14-3-3 Bad inh,KLK5 inh
O=C(CN1CCN(Cc2ccc(Cl)cc2)CC1)N/N=C/c1c[nH]c2ccccc12,27.6,0.195,1.8[fluorescence artefact?],0.6,-3.6,3.4,3.3,10.6,7.3
C=CCNC(=S)NNC(=O)Cn1c(-c2ccccc2)cc(=O)n2ncnc12,14.4,-0.399,-2.0,-13.9,-13.5,-2.9,-0.5,1.2,-3.5
O=S(=O)(c1ccccc1Cl)N1CCCC1c1nc(-c2ccccc2Cl)no1 (stereo not drawn),1.3,/,0.7,-2.2,-10.5[20 µM],4.4,-6.1,-4.1,1.3
CC1CC(CC(C)C(=O)NC(=S)Nc2ccc(S(N)(=O)=O)cc2)C(=O)O1 (stereo not drawn),-10.2,1.33,-0.2,-20.1,-32.9,-9.7,-6.5,-7.6,-1.8
CC(NC(=O)Cn1nc(C(=O)O)c2ccccc2c1=O)c1ccccc1 (stereo not drawn),-1.8,1.82,-1.4,-23.8,-5.9[20 µM],5.1,-3.7,11.2,-11.0
COc1ccc2ncc(S(=O)(=O)c3ccccc3)c(N3CCC4(CC3)OCCO4)c2c1,2.9,-0.76,2.5,-12.3,-11.7,-5.8,-24.8,3.8[fluorescence artefact?],0.8
Nc1c2c(nc3ccc(Br)cc13)N(c1ccccc1)CC2,-1.4,-0.0728,-6.4[fluorescence artefact?],-22.7,-9.8[20 µM],4.4,-19.1,30.7,-9.3
c1ccc(CSc2nnc(-c3ccco3)n2Cc2ccco2)cc1,8.0,/,-4.6[fluorescence artefact?],-3.0,-11.5,-11.1,-18.7,-10.9,-17.6
COCCSc1nnc(NC(=O)COC)s1,-5.9,-0.0728,7.0[fluorescence artefact?],-3.3,-33.9,2.7,-4.3,-2.9[fluorescence artefact?],0.5
Cc1c(Cl)c([N+](=O)[O-])nn1CC(=O)NCC1CCCO1 (stereo not drawn),-2.3,0.0649,1.1,-9.5,-6.3,-9.6,-6.8,9.9,2.2
Cc1ccc(NC(=S)N2CCC(c3ccccc3)C2)c(Cl)c1 (stereo not drawn),/,-2.04,3.0,-15.5,-32.5,0.4,/,-1.0,/
CC1(C)Cc2ccccc2C(=O)N1,3.0,0.0887,-6.8,-7.4,-16.7,-12.8,-10.3,-6.5[fluorescence artefact?],-21.3
Cc1nn(C)c(C(=O)NNC(=S)NCc2ccco2)c1Cl,-2.7,0.533,2.1,-14.8,-8.4[20 µM],-6.4,-2.1,-16.3,-17.3
CN(CCCCCC(=O)/C=N/O)Cc1ccccc1,-0.6,0.902,-1.4,7.6,-9.4,-7.3,-5.4,7.8,9.2
COc1ccc(-c2c(C#N)c(N)nc(Sc3ccc(Cl)cc3)c2C#N)cc1,10.3,0.322,8.0,-24.1,2.2,2.5,-8.1,27.6,7.2
COc1ccc(/C=C2\SC(c3ccc(C)cc3)=NC2=O)cc1OC,-194.0,/,-86.2[fluorescence artefact?],52.9*,-17.8,-9.7,-32.2,28.2[fluorescence artefact?],-10.1
Brc1ccccc1-c1nnc(CSc2nnc3sc4ccccc4n23)o1,-2.9,-2.13,-6.2[fluorescence artefact?],-14.8,-16.1,4.1,-2.7,-8.6,-7.0
CC(=O)C1=C(O)C(=O)N(Cc2ccco2)C1c1ccccc1F (stereo not drawn),22.9,-0.761,-1.5,0.0,-17.9,-4.6,0.3,-9.7,-4.9
COC(=O)C1=C(C(=O)OC)[C@@H]2N(C)c3ccc(OC)cc3[C@@]23C[C@@H](C(=O)OC)N(C(=O)c2ccc(Br)cc2)C3=N1,1.7,-0.044,1.9,-6.4,-24.1,0.2,6.5,-6.3,-1.4
CCOc1ccc(NC(=O)CSc2nccn2C)cc1,7.5,0.505,-0.6,-11.4,-19.0[20 µM],1.9,-0.6,-8.6,-22.1
O=c1[nH]c(=O)n(-c2ccccc2)c2c1C(C(F)(F)F)(C(F)(F)F)N=C(C1CCCCC1)N2,-5.0,-0.742,1.7[fluorescence artefact?],-4.7,-3.8,-1.9,-2.5,-1.1,-19.6
COc1ccc(NCC(O)Cn2c(C)c(C)c3ccccc32)cc1 (stereo not drawn),0.2,-0.821,4.2,-16.5,-15.2,-6.2,-8.2,-3.1,2.4
CC1CC(C)(C)NC(=S)N1CCCC(=O)Nc1ccc(F)cc1 (stereo not drawn),5.9,0.253,1.3,-3.6,-30.0,-1.3,-3.8,-2.5,-0.5
COc1ccccc1-n1c(SCc2cc(=O)oc3cc(O)ccc23)nc2ccccc2c1=O,3.9,0.00329,15.3,-0.9,-17.2,-5.2,-37.6,-25.1,-11.2
O=C(NNC(=O)C(c1ccccc1)c1ccccc1)c1ccccn1,20.2,2.16,14.3,-12.2,-19.6,-2.3,-9.8,-8.6[fluorescence artefact?],-86.3
CC(C)(C)n1cnnc1Sc1ccc([N+](=O)[O-])cn1,25.8,/,3.5,-2.4,-9.0,0.2,-6.5,3.0,1.2
O=C1SC(SCc2ccccc2Cl)=N/C1=C\c1ccc(C(=O)O)cc1,-9.9,-1.51,8.6,-2.4,-14.3,1.2,-38.4,18.3,3.5
COc1ccc([N+](=O)[O-])c(S(=O)(=O)c2ccc(Cl)cc2)n1,-2.1,-1.63,5.0,-2.9,-7.3,-8.0,1.9,7.1,-7.8
Cc1cc(C)cc(NC(=S)N2CCC(c3nc4ccccc4s3)CC2)c1,-0.3,/,3.3,-7.3,-25.9,2.0,-12.1,0.2,-4.3
CCOC(=O)COc1ccc(/C=C2/SC(=Nc3ccccc3)N(Cc3cccnc3)C2=O)cc1OC,2.6,-0.174,-6.8,-5.8,-9.1[20 µM],1.6,-13.6,-6.5,6.7
Oc1c(N=NC(=S)Nc2ccccc2F)c2ccccc2n1Cc1ccc(F)cc1,-2.9,8.29*,0.1,-20.9,-18.6,-4.0,-10.9,-11.2,-3.6
CC(=O)Nc1ccc2oc(-c3ccccc3)nc2c1,-7.4,-0.0663,-1.9,-4.7,-11.9,-16.8,0.8,7.7,-11.7
N#Cc1ccc(OCC(=O)Nc2ccccc2NS(=O)(=O)c2cccs2)cc1,2.0,-0.0753,-6.9[fluorescence artefact?],-7.3,-6.1,-6.6,-12.4,-16.1,-39.1
O=C(Nc1ccc(OC(F)(F)F)cc1)c1ccc2nccnc2c1,-7.5,-1.03,-2.1,1.2,-1.6,-1.8,-5.1,-12.4,-8.1
O=C(CSc1nc2ccccc2n1CC(=O)NCc1ccccc1)NCc1ccco1,-11.0,-1.02,7.0,-19.5,-21.3,-9.5,-10.6,-8.7,-7.2
CCOC(=O)C1=C(C)NC(C)=C(C(=O)OCC)C1C(=O)O,-2.3,0.0741,6.7[fluorescence artefact?],-16.3,-11.0,-2.0,-8.0,8.1,5.2
O=C(CSC(=S)N1CCCCC1)N1N=CCC1c1ccccc1 (stereo not drawn),5.3,-0.738,1.9[fluorescence artefact?],-3.3,-19.4[20 µM],-3.9,-5.6,5.6,4.0
O=C(Nc1ccccc1F)C1CCCN(S(=O)(=O)c2cccc3cccnc23)C1 (stereo not drawn),-1.0,/,8.1,3.8,-35.6,-0.2,0.4,7.2,-1.5
C=CCn1cccc(C(=O)Nc2ccc(OC)cc2OC)c1=O,-4.8,-0.202,0.1,-4.2,-6.2,-5.5,-3.6,4.6,-9.9
Cc1nnsc1C(=O)Nc1cccc(Cl)c1,9.8,0.253,-1.4,-5.7,-15.2,2.4,-8.5,-11.7,-0.4

# As entered above:
# For thrombin 1536, O=C(CSc1nc2ccccc2n1CC(=O)NCc1ccccc1)NCc1ccco1 is listed with -9.5
# For KCC2 mod, C=CCn1cccc(C(=O)Nc2ccc(OC)cc2OC)c1=O is listed with -0.202

# Additional compounds follow:
SMILES,Rad51 HR inh,KCC2 mod,eIF4E 4G PPI,EBV gp42 block,Furin inh,thrombin 1536,NCF1 inh,14-3-3 Bad inh,KLK5 inh
C=C(C)C(=O)Nc1cccc(C2=NOC3(C2)C[C@@H](C(N)=O)N(C(=O)c2ccc(OC)cc2)C3)c1 (stereo partly drawn),-1.9,-0.0966,7.0,-5.0,-22.1,-4.8,-6.9,39.5,2.3
CC1CCc2c(sc3c2C2=NS(=O)(=O)CCN2C=N3)C1 (stereo not drawn),0.3,0.371,0.3[fluorescence artefact?],-5.0,-10.4[20 µM],-4.1,-7.6,13.7[fluorescence artefact?],6.8
COc1ccc(OC)c(C2CC(=O)N3CN(c4ccccc4F)CSC3=C2C#N)c1 (stereo not drawn),-6.0,/,1.6,-3.5,4.2,-7.8,-10.5,1.1,-13.2
COC(=O)c1c(-c2ccccc2)csc1N,-2.2,-0.229,-5.1,-6.1,-6.8[20 µM],-0.3,-14.8,0.1,3.1
CC#CCC(CC#CC)c1nc2ccccc2c(=O)n1N,/,-0.663,5.5,-2.2,-27.9,-7.3,-2.9,2.4,-19.5
CCCCNC(=O)Nc1nc(SCC(=O)OCC)n[nH]1,/,/,-1.2,-3.0,-26.2,-0.3,-0.7,-8.9,/
COCCn1c(Sc2ccccc2)nc2c1c(=O)[nH]c(=O)n2C,8.0,-0.0094,2.2,-18.9,-4.8,-19.9,-14.8,4.2,1.7
O=C(CSc1nc2ncccc2[nH]1)Nc1ccc2c(c1)OCO2,/,0.0354,1.6,72.7*,3.8,-0.3,-10.9,1.8,0.5
CCOC(=O)c1oc2ccccc2c1CN1CCN(C(=O)c2ccccc2)CC1,7.4,-0.756,-3.5,2.1,-21.8,0.0,10.4,1.3,-5.9
